Assay outcomes (PubChem)
Tb hexokinase – Trypanosoma brucei hexokinase 1 inhibitors, primary screen, biochemical, G6PDH-coupled NADH absorbance, MLSCN library | hexokinase 1 [Trypanosoma brucei] | actives 0.11% (n = 220,000) | recombinant TbHK1, G6PDH-coupled NADH A340 | inhibition, % at 10 µM | AID 1430, 2008;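 active = inhibition of 50% or more in the single-dose primary screen; inactive = inhibition below 50%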
Furin inh – human furin inhibitors, primary screen, biochemical, fluorescence intensity | inhibition, % at 30 µM | actives 0.061% (n = 220,000) | purified furin, fluorogenic substrate cleavage | P09958; in the data active = inhibition above about 25%; also: inactives centre near -15
Thrombin inh – human alpha-thrombin inhibitors, primary screen, counter-screen for coagulation protease inhibitor project, biochemical, 1536-well, fluorogenic AMC substrate; Prothrombin (Homo sapiens), P00734; Boc-VPR-AMC fluorogenic substrate cleavage; inhibition, % at 5 µM; actives 0.26% (n = 220,000);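 active = inhibition at or above 40%; inactive = inhibition below 40%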;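 also: 0% = enzyme with no compound and 100% = wells without enzyme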
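System – human alpha-thrombin protein · Reagent – Boc-VPR-AMC substrate, 15 µM final · Compound – 5 µM single dose in 0.2% DMSO · Schedule – reaction at room temperature · Technique – AMC fluorescence at 355 nm excitation and 460 nm emission · Read-out basis – % inhibition relative to enzyme controls and enzyme-free blanks · Control set – no-compound enzyme wells and no-enzyme blanks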
Calpain2 inh – inhibitors of pig calpain II, primary screen, biochemical, fluorogenic peptide substrate, 1536-well; purified calpain II, 30 min; inhibition, % at 16 µM; actives 0.37% (n = 220,000);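 active = inhibition above about 50%, limit read from the data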
PPC-1+TRAIL kill – compounds killing PPC-1 cancer cells with TRAIL present, primary screen, TRAIL potentiator project, ATPLite luminescence, uHTS | PPC-1 cells + TRAIL, ATPLite viability luminescence | cell killing (% activity), % at 4 µM | actives 0.41% (n = 220,000);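 active = cell killing above 50% in the first pass at 4 µM, then a duplicate retest at 5 µM averaging 50% or more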;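 also: plate controls were cells with TRAIL plus DMSO for no effect and medium-only wells lacking cells for full effect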
TRPN1 ag – zebrafish TRPN1 channel agonists, primary screen, cell-based, HEK293, calcium fluorescence | transient receptor potential cation channel N1 (TRPN1/NompC), Danio rerio | HEK293 zebrafish TRPN1-YFP, Fluo-8 calcium fluorescence; 100% = response to 87 µM carbachol | activation, % at 3 µM | actives 0.18% (n = 220,000) | AID 1424, 2008;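 active = activation above its plate's cutoff, the mean activation of test wells on that plate plus 3 SD, cut at about 19% in these data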;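 also: 0% = DMSO alone and 100% = 87 µM carbachol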
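Material: zebrafish TRPN1-YFP in HEK293 cells. Doses: one dose of 3 µM, 0.3% DMSO. Incubation: dye 1 h 37 °C plus 30 min RT. Measured by: intracellular calcium fluorescence with Fluo-8.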
TRPML3 agonist – human TRPML3 channel agonists, primary screen, cell-based, HEK293 TRPML3-YFP, Fluo-8 calcium fluorescence, 3 µM; Mucolipin-3 (Homo sapiens), Q8TDD5; 100% = the carbachol control signal; activation, % at 3 µM; actives 0.29% (n = 220,000);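 active = activation above its plate's cutoff, the mean activation of the plate's test wells plus 3 SD, cut at about 12% in these data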;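 also: 0% = DMSO only wells and 100% = carbachol wells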
Target sequence (Q8TDD5 whole entry, looked up): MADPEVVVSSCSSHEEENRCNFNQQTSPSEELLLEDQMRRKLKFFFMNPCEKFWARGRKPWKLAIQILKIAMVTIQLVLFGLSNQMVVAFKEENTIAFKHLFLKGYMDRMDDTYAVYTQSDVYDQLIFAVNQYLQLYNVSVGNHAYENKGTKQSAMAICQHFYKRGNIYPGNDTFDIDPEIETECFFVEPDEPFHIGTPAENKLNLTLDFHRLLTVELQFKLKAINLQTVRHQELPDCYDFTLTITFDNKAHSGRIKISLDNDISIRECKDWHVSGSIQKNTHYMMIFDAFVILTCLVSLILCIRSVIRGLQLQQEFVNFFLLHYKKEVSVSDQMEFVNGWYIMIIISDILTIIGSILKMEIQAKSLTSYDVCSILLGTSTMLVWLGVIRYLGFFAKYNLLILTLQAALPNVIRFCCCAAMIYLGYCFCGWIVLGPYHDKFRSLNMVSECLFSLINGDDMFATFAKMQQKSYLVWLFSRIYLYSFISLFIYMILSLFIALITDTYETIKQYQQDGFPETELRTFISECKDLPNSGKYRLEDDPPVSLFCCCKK
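Test system: HEK293 cells stably carrying human TRPML3-YFP; Doses: single dose, 3 µM final nominal compound, 0.3% DMSO final; Schedule: dye loading 1 h 37 °C then 30 min ambient, 125 s read; Technique: Fluo-8 calcium fluorescence; Benchmarks: high control carbachol 87 µM, low control DMSO.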
Cl transport mod – KCC2 cotransporter modulators, thallium flux, primary screen, cell-based, HEK293 KCC2, FluoZin-2 fluorescence, MLSMR. B-score of Tl+ flux slope (higher = more flux/activation; lower = inhibition) at 10 µM. actives 2.2% (n = 190,000). AID 1456, 2008. KCC2 cells, thallium flux FluoZin-2 fluorescence;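 active = thallium flux slope and its plate-corrected score both differing from the plate sample mean at a set confidence after two filtering rounds, in either direction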;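 also: slope of fluorescence scaled to starting intensity during 10 to 20 s after thallium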
EBV gp42 block – Epstein-Barr virus gp42 inhibitors, primary screen, biochemical, uHTS, fluorescence polarization; Fluorescence polarization binding assay, mP read-out; inhibition, % (tested at 21.74 µM); Glycoprotein 42 (Epstein-Barr virus (strain AG876)), Q1HVG2; actives 0.42% (n = 220,000); in the data active = inhibition above about 50%
Target sequence (Q1HVG2 whole entry, looked up): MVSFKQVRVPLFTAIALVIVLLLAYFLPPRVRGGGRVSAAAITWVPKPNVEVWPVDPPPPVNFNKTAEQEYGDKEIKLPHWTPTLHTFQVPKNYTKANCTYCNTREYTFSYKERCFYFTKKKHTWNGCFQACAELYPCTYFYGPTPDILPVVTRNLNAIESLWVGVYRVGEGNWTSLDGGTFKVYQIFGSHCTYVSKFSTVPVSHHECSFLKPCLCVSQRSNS
An asterisk follows results filed as active; / = no result given; [ ] = remark or other dose.

SMILES | Tb hexokinase | Furin inh | Thrombin inh | Calpain2 inh | PPC-1+TRAIL kill | TRPN1 ag | TRPML3 agonist | Cl transport mod | EBV gp42 block
CC(Nc1cc(N2CCN(S(=O)(=O)N(C)C)CC2)ccc1[N+](=O)[O-])c1ccccc1 (stereo not drawn) | -6 | -30 | -4 | 0 | 29 | 0.7 | 0.2 | 0.49 | 5
CCOc1cc(C)c(C(C)C)cc1S(=O)(=O)N1CC(C)OC(C)C1 (stereo not drawn) | 3 | -17[20 µM] | -1 | -12 | 30 | -0.7 | -0.6 | / | -19
CCOC(=O)c1cc(-c2csc(COc3ccc(Cl)cc3)n2)on1 | -7 | -8 | -6 | -15 | -10 | 0.5 | 0.1 | -0.04 | -15
O=C(C[n+]1cccc(CNC(=O)c2ccc(OC(F)F)cc2)c1)Nc1cc(C(F)(F)F)ccc1Cl | 9 | -21 | 36 | 18 | 7 | -0.3 | 0.1 | -0.89 | -1
CCOC(=O)N1CC=C2C(C#N)=C(N)C(C#N)(C#N)[C@H](c3cccs3)[C@H]2C1 | -1 | -17[20 µM] | 4 | -104 | 3 | -0.3 | 0.5 | 0.055 | 7
Cc1ccc(C)c(-c2nc3cc(N)ccc3o2)c1 | -6 | -11 | -2 | -143 | -10 | 0.5 | 0.3 | -0.7 | -7
COCC(=O)Nc1cc(C)c2c(=O)oc3ccccc3c2n1 | -31 | -8 | 2 | 25 | 14 | 3.5 | 0.7 | -1.8 | -6
Cc1ccc(S(=O)(=O)Cc2ccc(C(=O)N3CCN(c4ccccn4)CC3)o2)cc1 | -14 | -15 | -9 | -33 | 7 | 2.2 | 0.1 | -1.3 | -6
Cc1ccnc(NC(=O)CCC(=O)N(CC(=O)NCCc2ccccc2)Cc2cccs2)c1 | -2 | -15 | -4 | -17 | -8 | -1.4 | -0.7 | -2.9 | 11
NS(=O)(=O)c1ccc(NC(=O)COC(=O)c2cn(-c3ccccc3)nc2-c2ccccc2)cc1 | -2 | -35 | -1 | -10 | 8 | 5.2 | 2.0 | 0.023 | -6
CC1(C)CC(=O)CC(=Nc2ccc(C(=O)O)cc2)C1 | -35 | -12[20 µM] | -7 | 36 | 14 | -0.3 | 0.2 | -1.5 | -11
COCc1cc(C)nc(NC2CCCCC2)c1C#N | -5 | -16[20 µM] | 1 | -360 | 33 | -1.5 | 0.9 | -0.64 | -12
O=[N+]([O-])c1cccc(-c2csc(CS(=O)(=O)Cc3ccco3)n2)c1 | -10 | -9 | -10 | 19 | 6 | -0.6 | -0.6 | -0.025 | -7
COc1ccc(CCNC(=O)CCN2C(=O)c3cccc4cccc(c34)C2=O)cc1OC | -9 | -4 | -4 | -2 | 3 | 0.5 | 0.3 | 0.0059 | 2
Cc1cccc(NC(=S)N(Cc2ccc(Br)cc2)Cc2ccc(C(=O)O)cc2)c1 | -1 | -12 | -4 | -56 | 3 | 0.8 | 0.3 | -1.5 | -10
CC(=O)c1cc(CN2CCC(N3CCC(C(=O)N4CCCC4)CC3)CC2)cs1 | -2 | -9 | -5 | -26 | / | -0.1 | -0.1 | 2.8 | -25
CCOCCCn1c(=N)c(C(=O)NCc2ccc3c(c2)OCO3)cc2c(=O)n3cccc(C)c3nc21 | -3 | -30 | 1 | 7 | 19 | -0.3 | -0.1 | -0.61 | -8
O=C(CN1CCN(CC(=O)Nc2ccc(OCc3ccccc3)cc2)CC1)Nc1ccc(F)cc1 | -6 | -15[20 µM] | / | / | / | 0.6 | 1.7 | / | /
N/C(=N\OC(=O)COc1ccc(Br)cc1)c1cccc([N+](=O)[O-])c1 | -4 | -16 | -6 | -3 | -1 | -0.5 | 0.4 | 0.63 | -20
CC(C)C(=O)NC(Nc1cccc([N+](=O)[O-])c1)C(Cl)(Cl)Cl (stereo not drawn) | -6 | -21 | -8 | 5 | 11 | -0.1 | 0.9 | / | -20
CCc1nnc(NC(=O)c2sc3nc4c(cc3c2N)CCCCCC4)s1 | -7 | -17 | -4 | -311 | -1 | -1.9 | -0.1 | 0.32 | -3
O=C(Nc1ccc(C(=O)Oc2ccccc2)c(O)c1)c1ccco1 | 1 | -10[20 µM] | 6 | -3 | 7 | -0.3 | 0.7 | / | 5
O=C1CS/C(=N/N=C2CCCC2)N1 | -4 | -31 | 11 | -30 | 0 | 0.9 | 0.8 | -0.002 | -15
Cc1ccc(S(=O)(=O)NNC(=O)C2COc3ccccc3O2)cc1C (stereo not drawn) | 4 | -17 | -2 | -8 | 26 | -2.0 | 0.0 | -0.22 | -19
O=C(CSc1nc2[nH]ncc2c(=O)n1-c1ccccc1)c1ccc2c(c1)OCCO2 | -3 | 12[20 µM] | -4 | -144 | 29 | 3.4 | 1.6 | -0.27 | 4
CC(C)N=C1NN=C(c2ccc(Cl)c(Cl)c2)CS1 | -10 | -5 | 9 | 4 | -5 | -0.6 | -0.4 | 2.4 | -17
O=C(Nc1ccccc1-c1nc2ccccc2o1)c1ccc2c(c1)OCCO2 | -19 | -22[20 µM] | / | / | / | 0.8 | 0.2 | 0.31 | /
CCc1c(C)nc2cc(-c3ccc(OC)c(OC)c3)nn2c1N1CCCC1 | -26 | -4 | 3 | 0 | -12 | -2.8 | -0.9 | / | -21
COc1ccc(/C(N)=N/OC(=O)c2cc(-c3ccccc3)nc3ccccc23)cc1 | -9 | -17 | -5 | -8 | 18 | 1.7 | 0.1 | -1.2 | -19
CNCCCNC(=O)c1ccc(/C=N/O)nc1 | -3 | -15 | 3 | -13 | -8 | 0.9 | 1.0 | 0.0047 | -7
COc1ccc(CCNC(=O)c2ccc(-c3cccc([N+](=O)[O-])c3)o2)cc1OC | -6 | -19 | 0 | 4 | 31 | 1.2 | 0.4 | -1.7 | -5
O=C(NCc1cccs1)c1ccc(N2CCCCC2)nc1 | -4 | -12[20 µM] | -1 | -11 | 36 | -0.4 | -0.4 | -0.0084 | -52
Cn1c(-c2ccc(C=O)s2)nc2c3ccccc3c3ccccc3c21 | -2 | -19[20 µM] | -2 | -432 | 5 | -0.4 | 0.6 | / | 94*
Cc1ccccc1-n1c(=O)/c(=C\c2ccco2)s/c1=C(/C#N)C(=O)Nc1ccccc1 | -3 | -17 | -7 | -235 | 18 | 2.3 | 0.8 | 0.048 | 9
Cc1ccc[n+](/C(=C\C(=C=[N-])C#N)C(=O)c2ccc(Cl)cc2)c1 | -48 | -1 | 13 | 5 | / | 0.2 | -0.1 | -0.66 | -8
COc1cc(CNn2cn[nH]c2=S)cc(Cl)c1OCc1ccccc1 | 4 | -16[20 µM] | -2 | -4 | 15 | -0.2 | 0.6 | 0.0057 | -17
CC(=O)Oc1ccc(C(c2ccc(OC(C)=O)cc2)c2ccccn2)cc1 | 8 | -10 | / | 13 | 38 | 0.6 | 1.4 | 31* | -14
CN(C)/C=N/c1nc2ccc3c(c2s1)CCCC3 | -23 | -6 | / | / | 9 | -0.2 | 0.2 | / | /
CCc1cccc(NC(=S)Nc2ccc(CN3CCOCC3)cc2)c1 | -1 | -42 | 3 | -13 | -5 | 0.5 | 1.1 | -0.49 | -9
CC(C)(C)C1CCC2(CC1)CC(=O)c1ccccc1O2 (stereo not drawn) | 5 | -30 | -12 | 17 | 4 | / | / | -0.098 | -7
CSc1ncccc1C(=O)OCC(=O)Nc1ccc(S(=O)(=O)N2CCCC2)cc1 | -2 | -23 | -3 | 16 | 34 | 0.2 | -0.6 | -0.023 | 3
Cc1nc(C(F)(F)F)c(C(=O)N=CN(C)C)s1 | -2 | -22 | -4 | -12 | 19 | -0.3 | 0.6 | 0.25 | -8
Cc1ccccc1OCCN1C(=O)C(=O)c2cccc(C)c21 | 18 | -12 | 1 | -1 | -1 | -0.9 | -0.2 | -0.59 | 2
C(=N\n1c2ccccc2c2ccccc21)/c1ccccc1 | -11 | -14 | -3 | 2 | 10 | 0.6 | 0.1 | 0.54 | 1
O=C(Cn1c2[n+](c3ccc(C(F)(F)F)cc31)CCCCC2)Nc1ccccc1 | 9 | -17 | -4 | -11 | 19 | 0.9 | -0.4 | 1.7 | -74
Cc1ccc2occ(CN3CCN(Cc4ccccc4)CC3)c(=O)c2c1 | -3 | -18 | -2 | -5 | 16 | 0.7 | 0.3 | / | -2
O=C(CC1C(=O)NCCN1C(=O)c1ccc(F)cc1)OCc1ccccc1 (stereo not drawn) | -1 | -20[20 µM] | 3 | 11 | -3 | 0.6 | 0.1 | / | -11
Cc1cc(C(=O)NCc2ccc3c(c2)OCO3)c(C)o1 | 1 | -6 | -1 | 7 | 14 | -0.6 | -0.1 | -0.032 | -10
Cc1cccc(NC(=O)CSc2nnc(-c3ccccc3C)o2)c1 | 6 | -29[20 µM] | -5 | 20 | 24 | 0.1 | 1.1 | 0.79 | 8
Nc1ncc(-c2cc3ccccc3oc2=O)s1 | -11 | 3 | -5 | 27 | 11 | 0.6 | -0.5 | -0.49 | -11
O=S(=O)(Cc1cccc(F)c1)c1c[nH]c2ccccc12 | 4 | -41 | -6 | 9 | 14 | 0.5 | 0.6 | / | -29
O=C(Cc1n[nH]c(=O)[nH]c1=O)N/N=C/c1ccccc1 | 2 | -22[20 µM] | -5 | -24 | 7 | -0.2 | -0.1 | 0.31 | -6
Cc1ccccc1NC(=O)C1CCCN(S(=O)(=O)c2cccc3cccnc23)C1 (stereo not drawn) | 1 | -7 | 0 | -6 | 17 | 1.7 | 1.5 | 0.0083 | -25
COc1ccccc1CN1CCN(Cc2nc(-c3cccs3)no2)CC1 | -5 | -20 | -2 | 20 | 8 | 0.7 | 0.5 | 0.015 | -9
O=C(O)CCCC(=O)Nc1ccc(C(=O)N2CCCCC2)cc1 | 1 | -24[20 µM] | 2 | 10 | -2 | 2.2 | 0.3 | / | -6
CC1(C)Cc2nc(N)c(=O)sc2C1 | -27 | -16 | 0 | 4 | 16 | 0.9 | 0.5 | 0.017 | -4

Three structures from above, arranged by molecular weight, falling:
SMILES | Tb hexokinase | Furin inh | Thrombin inh | Calpain2 inh | PPC-1+TRAIL kill | TRPN1 ag | TRPML3 agonist | Cl transport mod | EBV gp42 block
Cc1ccccc1NC(=O)C1CCCN(S(=O)(=O)c2cccc3cccnc23)C1 (stereo not drawn) | 1 | -7 | 0 | -6 | 17 | 1.7 | 1.5 | 0.0083 | -25
Cc1cccc(NC(=O)CSc2nnc(-c3ccccc3C)o2)c1 | 6 | -29[20 µM] | -5 | 20 | 24 | 0.1 | 1.1 | 0.79 | 8
Cc1cc(C(=O)NCc2ccc3c(c2)OCO3)c(C)o1 | 1 | -6 | -1 | 7 | 14 | -0.6 | -0.1 | -0.032 | -10
